FBW7 act: human FBW7 E3 ligase activation, primary screen | Q969H0 | AlphaScreen FBW7–phospho-cyclin E peptide binding, activator screen | normalized activity (activation), % at 26.1 µM | actives 0.13% (n = 650,000) | AID 1259310; in the data active means normalized activity above about 1.9%;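 further: purified mutant Fbw7 with reduced substrate affinity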
Target sequence (Q969H0 whole entry, looked up): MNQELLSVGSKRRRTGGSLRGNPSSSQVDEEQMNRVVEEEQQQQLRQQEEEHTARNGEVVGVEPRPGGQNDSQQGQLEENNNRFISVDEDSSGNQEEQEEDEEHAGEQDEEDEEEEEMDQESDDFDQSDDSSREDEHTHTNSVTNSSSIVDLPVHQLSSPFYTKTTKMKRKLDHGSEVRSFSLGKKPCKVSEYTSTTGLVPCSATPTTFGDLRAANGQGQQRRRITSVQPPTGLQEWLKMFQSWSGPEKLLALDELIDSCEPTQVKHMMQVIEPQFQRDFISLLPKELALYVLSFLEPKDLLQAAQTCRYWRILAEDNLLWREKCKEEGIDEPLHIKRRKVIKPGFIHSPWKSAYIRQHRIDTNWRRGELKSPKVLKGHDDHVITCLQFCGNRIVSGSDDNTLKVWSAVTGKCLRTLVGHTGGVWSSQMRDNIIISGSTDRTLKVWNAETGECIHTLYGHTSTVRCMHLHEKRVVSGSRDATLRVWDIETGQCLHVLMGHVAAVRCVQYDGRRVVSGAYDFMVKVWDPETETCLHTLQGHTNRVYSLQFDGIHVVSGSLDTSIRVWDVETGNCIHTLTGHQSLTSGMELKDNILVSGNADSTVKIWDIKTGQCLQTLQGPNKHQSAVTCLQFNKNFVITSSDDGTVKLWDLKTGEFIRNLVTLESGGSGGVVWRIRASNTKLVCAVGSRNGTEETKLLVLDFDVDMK
TEAD-YAP inh: TEAD-YAP interaction inhibition; HEK-TIYL cells, TEAD-Gal4/YAP UAS-luciferase luminescence; actives 1.4% (n = 640,000); inhibition, % at 9.12 µM; in the data active means inhibition above about 32%;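 further: 0% = median of test compound wells and 100% = reference inhibitor wells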
MITF primary: blocks human microphthalmia-associated transcription factor. AlphaScreen MITF homodimerization, bead proximity signal. inhibition, % at 2.6 µM. actives 0.91% (n = 650,000); in the data active means inhibition above about 50%;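 further: 0% = vehicle wells with protein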
GPR151 ag: activators of human GPR151; Q8TDV0; PathHunter beta-arrestin GPR151 cells, luminescence; activation, % at 11.2 µM; actives 1% (n = 650,000); in the data active means activation above about 4.9%;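 further: 0% = median of compound wells and 100% = cells with positive control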
Target sequence (Q8TDV0 whole entry, looked up): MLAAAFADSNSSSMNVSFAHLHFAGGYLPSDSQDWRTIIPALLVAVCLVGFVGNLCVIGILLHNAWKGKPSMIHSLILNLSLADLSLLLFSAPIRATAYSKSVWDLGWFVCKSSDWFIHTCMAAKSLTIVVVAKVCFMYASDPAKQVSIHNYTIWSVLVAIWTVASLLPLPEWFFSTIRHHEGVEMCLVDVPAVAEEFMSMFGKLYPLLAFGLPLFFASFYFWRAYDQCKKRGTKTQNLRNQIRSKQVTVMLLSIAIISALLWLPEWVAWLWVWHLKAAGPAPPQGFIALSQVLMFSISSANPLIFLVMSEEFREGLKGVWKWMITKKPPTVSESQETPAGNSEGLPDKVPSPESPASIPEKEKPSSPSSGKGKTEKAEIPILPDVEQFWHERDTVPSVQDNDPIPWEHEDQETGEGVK
* hit, by the source's call; x = no result given.

SMILES	FBW7 act	TEAD-YAP inh	MITF primary	GPR151 ag
COCCCN(C(C)c1ccccn1)S(=O)(=O)c1cc2c(cc1C)NC(=O)CO2 (stereo unspecified)	-0.2	-2.1	1.6	-0.9
Nc1nc2ccccc2n1CCOc1ccccc1Cl	-0.1	2.3	9.7	0.8
COc1ccc(N2C(=O)c3ccc(C(=O)OCC(C)C)cc3C2=O)cc1	0.0	-2.8	0.8	0.5
CCc1c(C)sc2nc(C(C)C)n3c(=O)n(Cc4cccnc4)nc3c12	0.1	5.9	5.6	1.0
Cc1ccc(-c2oc3ccccc3c(=O)c2OCC(=O)O)cc1	0.0	8.9	-6.7	2.6
COc1ccccc1NC(=O)c1c(NC(=O)c2ccco2)sc(C)c1C	-0.1	-15.5	5.4	3.4
Cc1nc2cnc(-c3ccccc3)cn2c1NC(=O)c1ccncc1	-0.1	-13.4	8.8	1.1
Cn1c(NCCCO)nc2c1c(=O)n(Cc1cccc(F)c1)c(=O)n2C	-0.3	-11.3	-7.1	-1.1
Cc1cc(C)nc(SCc2c(C(=O)N3CCOCC3)nnn2-c2ccccc2)n1	-0.2	-7.7	-2.1	1.1
CCCCN(C(=O)c1cc(=O)[nH]c2ccccc12)c1c(N)n(CCC)c(=O)[nH]c1=O	0.0	1.1	-3.4	-1.9
O=C(NNC(=O)c1ccccc1-c1ccccc1C(=O)O)c1ccco1	-0.1	-1.7	-2.9	1.0
O=C1NC2(Nc3ccccc31)C(=O)N(Cc1ccccc1F)c1ccccc12 (stereo unspecified)	-0.1	-2.1	-0.1	0.0
N=c1c(C(N)=O)cc2c(=O)n3ccccc3nc2n1C1CCCC1	0.1	4.4	6.3	2.6
C=CC(=O)Nc1cc(OC)ccc1OC	-0.2	4.4	-0.8	-0.5
Cc1ccc(N2C(N)=C(C#N)C(c3cccc([N+](=O)[O-])c3)C3=C2CC(C)(C)CC3=O)cc1 (stereo unspecified)	0.1	-0.5	-5.4	-1.1
O=C(/C=C/c1cccs1)NCCOc1ccc(-c2ccc(F)cc2)nn1	-0.1	4.2	-1.2	-0.2
CC(NS(=O)(=O)c1ccc(C(C)(C)C)cc1)C(=O)O (stereo unspecified)	0.1	2.0	12.5	1.6
COc1cc(Cl)c(C)cc1NC(=S)N(CCN1CCCCCC1)Cc1cccs1	0.2	5.7	4.7	1.2
CCc1ccc(C2=CC(c3ccccc3Cl)n3ncnc3N2)cc1 (stereo unspecified)	-0.1	1.4	7.2	-0.1
CCN(CC)c1ccc(C2NC(=O)NC(C)=C2C(=O)OC(C)C)cc1 (stereo unspecified)	0.0	1.0	16.8	0.7
N#Cc1c(-c2ccco2)cc(C2CC2)[nH]c1=S	0.1	2.5	22.0	1.3
CC1CCN(C(=O)COc2ccc([N+](=O)[O-])cc2)CC1	0.1	-3.1	-8.2	-0.2
Cc1sc2ncn3nnnc3c2c1-c1ccc(Cl)cc1	0.1	5.9	-0.6	0.4
Cc1ccc(CC(=O)NCC(O)c2ccccc2)cc1 (stereo unspecified)	0.1	-52.2	12.6	-0.5
C=C1C(C2(C)C=CC(=O)C(C)(C)C2CC(=O)OC)CC[C@@]2(C)[C@H](c3ccoc3)OC(=O)C3OC132 (stereo partly specified)	-0.1	19.3	-0.5	4.3

Later entries:
SMILES	FBW7 act	TEAD-YAP inh	MITF primary	GPR151 ag
CSc1nnc(-c2cccc(NC(=S)NN)c2)o1	-0.1	-2.1	2.3	2.8
CCCCNC(=O)CN1C(=O)C2CCCN2c2ncc(Cl)cc21 (stereo unspecified)	0.0	-5.1	-7.3	-1.1
CCOC(=O)NCc1ccc(CNC(=O)OCC)cc1	0.0	4.1	13.4	-0.6
CCN1C(=O)N(C(C)=O)C2C1N(C(C)=O)C(=O)N2C(C)=O (stereo unspecified)	1.5	-8.2	22.7	0.2
OCCNc1nc2ccccc2n1CN1CCN(c2ccccn2)CC1	0.1	6.2	-19.7	-0.1
Cc1ccccc1NS(=O)(=O)c1ccc(NS(=O)(=O)c2cccs2)cc1	-0.2	-14.1	-0.7	-1.4
Cc1nc(NC(=O)c2cc3ccccc3o2)ccc1Br	0.2	-4.3	10.8	-1.1
O=CNC1CCCc2c1[nH]c1ccc(C3CCCCC3)cc21 (stereo unspecified)	0.0	-10.8	-5.8	-1.2
O=C(CC1CCCCC1)Nc1c2c(nn1-c1ccc(F)cc1)CSC2	0.1	-4.4	-6.8	0.4
COc1ccc2c(-c3csc(N)n3)c[nH]c2c1	-0.5	13.6	-2.2	8.4*
CCN1C(=O)NC(c2ccccc2C(F)(F)F)C(C(=O)OC)=C1C (stereo unspecified)	0.2	2.7	44.5	0.2
NC(=S)n1[nH]c(-c2ccc([N+](=O)[O-])cc2)c(N=Nc2ccc(S(N)(=O)=O)cc2)c1=O	-1.2	3.4	14.6	1.0
CC(C)=CCN1CCN(Cc2c(O)ccc3ccccc23)CC1CCO (stereo unspecified)	-0.1	1.7	-0.9	-2.7
CCOC(=O)c1cnc2ccc(OC)cc2c1Nc1cccc(O)c1	-0.2	-1.2	-1.5	0.0
CC(=O)N(C)c1ccc(OCC(O)Cn2c3ccc(Cl)cc3c3cc(Cl)ccc32)cc1 (stereo unspecified)	-0.1	7.8	3.7	-0.2
COc1ccccc1N=C1SC(CC(=O)Nc2cccc([N+](=O)[O-])c2)C(=O)N1C (stereo unspecified)	0.1	-5.7	-3.5	13.6*
O=C(CC1CCCC1)NCc1nnnn1-c1ccc(F)cc1	0.1	-10.6	16.7	0.6
O=C(c1ccccc1)c1ccc2c(c1)C(=O)N(c1cccc(O)c1)C2=O	0.7	11.2	12.0	-0.7
NC(=O)NC(Cc1ccccc1)c1ccccc1 (stereo unspecified)	0.8	8.1	15.8	-1.6
COc1ccc(Br)c(C(=O)N/C(=C\c2cccc([N+](=O)[O-])c2)C(=O)Nc2ccc(Br)c(C)c2)c1	-0.1	3.3	10.1	-0.6
COc1ccc(C)cc1N(CC(=O)NC(C)(C)C)C(=O)Cn1nnc(-c2ccc(C)o2)n1	0.0	11.4	-1.0	2.0
O=C(Nc1ccc2oc(-c3ccc(F)cc3)nc2c1)c1ccc2c(c1)OCCO2	1.2	-27.7	24.9	-0.7
CC1=C(C(=O)OC2CCCCC2)C(c2cccc3ccccc23)C2=C(CCCC2=O)N1 (stereo unspecified)	1.1	0.8	4.5	4.9
COc1ccc(C2C(C#N)=C(N)OC3=C2C(=O)CC(c2ccccc2)C3)cc1OC (stereo unspecified)	0.0	2.4	2.2	-0.5
Cc1c2cnn(-c3ccccc3)c(=O)c2c(C)n1C(C)C(=O)Nc1cccc(F)c1 (stereo unspecified)	-0.1	-7.7	7.4	-0.2

New compounds follow
SMILES	FBW7 act	TEAD-YAP inh	MITF primary	GPR151 ag
COc1cccc2cc(C(N)=O)c(=Nc3ccc(C(=O)O)cc3)oc12	0.1	8.3	18.8	1.2
CCCCC[C@H](O)/C=C/[C@H]1[C@H](O)CC(=O)[C@H]1CCCCCCC(=O)O	x	x	-13.3	0.3
CCOC(=O)Cc1ccc(N(Cc2ccc(Cl)cc2)S(=O)(=O)c2ccc(OC)cc2)cc1	0.0	-1.4	9.9	2.2
O=C(NCC1(c2ccccc2)CCCC1)C1CC12CCN(Cc1nccs1)CC2 (stereo unspecified)	0.1	-2.2	12.2	1.4
c1cncc(CNc2ncnc3nc(N4CCN(Cc5ccc6c(c5)OCO6)CC4)[nH]c23)c1	-0.1	-1.4	4.0	0.9
N#Cc1c(N)nc(SCC(=O)Nc2ccc([N+](=O)[O-])cc2)c(C#N)c1-c1ccco1	0.6	6.6	9.7	0.2
COc1ccc(Cl)cc1-n1c(=S)sc2c(=O)n(-c3ccc(F)cc3)c(SCC3OCCO3)nc21	0.3	-6.2	24.8	-0.3
COc1cccc(C(=O)Nc2nn3c(CC(C)C)nnc3s2)c1	-0.1	-4.1	-6.6	2.3
N#C/C(=C/c1ccc(N2CCOCC2)cc1)c1ccc(F)cc1	-0.2	-56.8	6.0	0.3
Cc1cc2c(c(=O)o1)C(c1ccsc1)C(C#N)=C(N)O2 (stereo unspecified)	0.0	10.4	-4.9	1.1
CCOc1ccc(C(=O)Nc2ccc(N3CCOCC3)c(Cl)c2)cc1	-0.1	0.8	1.8	-1.7
COc1cc2nc(-c3cccc(N)c3)nc(Nc3ccc(NC(C)=O)cc3)c2cc1OC	0.8	10.8	4.8	-1.2
O=C(COc1ccccc1)Nc1cccc(-c2cn3ccsc3n2)c1	0.1	-32.5	-8.2	-3.4
CCN(CC)c1ccc2cc(C(=O)Nc3ccccc3OC)c(=N)oc2c1	0.1	-30.7	10.0	-1.6
Cc1cc(C)cc(NC(=O)c2cccc(Cl)c2)c1	0.0	-15.7	-10.4	-1.1
COc1ccc(N2CCN(S(=O)(=O)c3cc(C(=O)Nc4ccc(C)c(F)c4)ccc3F)CC2)cc1	0.6	17.8	10.7	1.1
O=C(c1cn2ccccc2n1)N1CCc2c([nH]c3ccccc23)C1c1ccccn1 (stereo unspecified)	-0.1	-2.4	-1.6	-0.7
Cc1cc2c(cc1S(=O)(=O)Nc1ccc(Cl)cc1)OCC(=O)N2	0.0	-6.0	0.5	-0.2
CCCCOc1ccc(C(=O)O/N=C(\C)c2ccco2)cc1	0.0	1.4	-18.8	-2.0
O=C1N[C@@H](Cc2ccc(O)cc2)C(=O)N2CCN(C(=O)c3ccccc3Cl)C[C@H]12	0.0	1.7	2.5	1.3
COc1ccc(-c2noc(COc3cc(C)ccc3C)n2)cc1OC	0.2	-3.0	0.7	0.9
CCOc1ccc(NC(=O)C(=O)NCCN2CCN(C(=O)c3ccc(OC)cc3)CC2)cc1	0.3	0.2	-10.2	-1.3
N#Cc1cc([N+](=O)[O-])ccc1N1CCN(S(=O)(=O)c2ccc3ccccc3c2)CC1	-0.2	-7.1	-5.6	3.2
CC(=O)C12CCC(C(Br)Br)(C1Br)C2(C)C (stereo unspecified)	0.5	-4.1	10.3	0.7
CCOC(=O)c1c(CN2CCCCC2)oc2ccc(O)cc12	-0.1	6.8	2.4	-0.3

Continued.
SMILES	FBW7 act	TEAD-YAP inh	MITF primary	GPR151 ag
COCCCNC(=O)c1nnc(Cc2ccc(F)cc2)o1	0.1	1.8	11.3	-1.1
COc1cccc(C2=N/C(=C\c3ccccc3OC)C(=O)N2c2ccc(C)cc2Br)c1	0.6	-5.2	8.2	-1.0
Cc1cccc2cc(C#N)c(SCC(=O)NCC3CCCO3)nc12 (stereo unspecified)	-0.1	1.2	15.8	0.5
COCC(=O)Nc1ccc(CC(=O)NC2CC2)cc1	0.1	19.9	8.1	0.0
N#CC1=C(SCc2ccccc2)NC(=O)CC1c1ccc(F)cc1 (stereo unspecified)	0.8	-9.1	9.0	0.8
CC(=O)c1ccc(NC(=O)CSc2ncnc3c2cnn3-c2ccc(C)cc2)cc1	-0.1	8.5	1.0	3.1
O=C(CN1CCC(n2nnc3cc(F)ccc32)CC1)Nc1cccc(Cl)c1Cl	-0.2	4.0	-6.7	-0.8
CCOC(=O)c1cnn(-c2ncnc3sc4c(c23)CCC(C)C4)c1N (stereo unspecified)	0.0	-5.0	5.9	-0.1
O=C(CSc1nc2ccccc2o1)NN=C1CCCCC1	-0.8	-48.1	8.0	1.4
Clc1ccc(CSc2nc3ccccc3c3nc(-c4ccccc4)nn23)cc1	0.2	-1.2	10.2	-0.5
O=C(CCc1csc(NC(=O)c2ccc(F)cc2)n1)Nc1ccc(F)c(Cl)c1	0.1	28.6	5.7	2.3
O=c1[nH]c(/C=C\c2cccs2)nc(O)c1[N+](=O)[O-]	0.0	-3.1	6.7	2.5
CCn1c(SC)nnc1C1CCN(C(=O)N2CCCC2)CC1	-0.1	4.3	-3.1	0.6
COc1ccc(S(=O)(=O)Nc2ccc(Br)c3cccnc23)c([N+](=O)[O-])c1	-0.4	-2.9	-10.4	-0.2
c1ccc(Cn2ncc3c(Nc4cccc5ccccc45)ncnc32)cc1	0.0	9.0	9.2	-0.4
CCC1C(=O)N=C(SCC(=O)Nc2ccc(C)cc2)NC1=O (stereo unspecified)	-0.2	6.2	-9.0	-2.1
O=C(CN1CCN(S(=O)(=O)c2ccc(Br)cc2)CC1)Nc1ccc(Oc2ccccc2)cc1	-0.1	20.5	-13.7	-0.1

Part of the list above, with each value named.
> Cc1nc2cnc(-c3ccccc3)cn2c1NC(=O)c1ccncc1
  FBW7 act: -0.1	TEAD-YAP inh: -13.4	MITF primary: 8.8	GPR151 ag: 1.1

> COc1ccc(Br)c(C(=O)N/C(=C\c2cccc([N+](=O)[O-])c2)C(=O)Nc2ccc(Br)c(C)c2)c1
  FBW7 act: -0.1	TEAD-YAP inh: 3.3	MITF primary: 10.1	GPR151 ag: -0.6

> O=C(CCc1csc(NC(=O)c2ccc(F)cc2)n1)Nc1ccc(F)c(Cl)c1
  FBW7 act: 0.1	TEAD-YAP inh: 28.6	MITF primary: 5.7	GPR151 ag: 2.3

> COc1ccccc1N=C1SC(CC(=O)Nc2cccc([N+](=O)[O-])c2)C(=O)N1C (stereo unspecified)
  FBW7 act: 0.1	TEAD-YAP inh: -5.7	MITF primary: -3.5	GPR151 ag: 13.6*

Shown as a markdown table: entries from further up.
| Molecule | FBW7 act | TEAD-YAP inh | MITF primary | GPR151 ag |
| --- | --- | --- | --- | --- |
| CCn1c(SC)nnc1C1CCN(C(=O)N2CCCC2)CC1 | -0.1 | 4.3 | -3.1 | 0.6 |
| O=c1[nH]c(/C=C\c2cccs2)nc(O)c1[N+](=O)[O-] | 0.0 | -3.1 | 6.7 | 2.5 |
| c1ccc(Cn2ncc3c(Nc4cccc5ccccc45)ncnc32)cc1 | 0.0 | 9.0 | 9.2 | -0.4 |
| COCC(=O)Nc1ccc(CC(=O)NC2CC2)cc1 | 0.1 | 19.9 | 8.1 | 0.0 |
| O=C(CN1CCN(S(=O)(=O)c2ccc(Br)cc2)CC1)Nc1ccc(Oc2ccccc2)cc1 | -0.1 | 20.5 | -13.7 | -0.1 |
| COc1ccc(S(=O)(=O)Nc2ccc(Br)c3cccnc23)c([N+](=O)[O-])c1 | -0.4 | -2.9 | -10.4 | -0.2 |
